Source: PubChem BioAssay
tuberculosis growth – growth inhibition of non-replicating M. tuberculosis (AID 488890); 320,000 compounds, 0.39% hits; inhibition, % at 25 µM, or IC50 in µM where a hit was titrated; Mycobacterium tuberculosis non-replicating, growth inhibition; higher % means a stronger effect; in the data active = a potency from the dose series; inconclusive = inhibition mostly from about 82% at the one dose, without a potency; inactive = the rest, 99 in 100 with inhibition below about 76%;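 note: plate controls were DMSO cells for no effect and high antibiotic wells for full effect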
H1N1 NS1A inhibition – H1N1 influenza NS1A inhibitors, functional cell based assay (AID 504329) | one-dose inhibition, % at 12.5 µM; IC50 in µM for titrated hits | 340,000 compounds, 0.3% hits | NS1A functional cell-based assay, percent inhibition; higher % means a stronger effect; in the data active = a potency from the dose series; inconclusive = inhibition above about 27% without an active follow-up result; note: strong numbers were not always called active
PhoP GFP inhibition – PhoP regulon inhibitors, Salmonella typhi PhoP promoter GFP reporter, confirmatory (AID 1850) | Salmonella Typhi PhoP-promoter GFP reporter, fluorescence, 4 h; higher % means a stronger effect | one-dose inhibition, % at 50 µM; IC50 in µM for titrated hits | 310,000 compounds, 0.33% hits; in the data active = a potency from the dose series; inconclusive = inhibition mostly from about 25% at the one dose, without a potency; inactive = the rest, 99 in 100 with inhibition below about 19%;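 note: 0% = induced wells with vehicle and 100% = uninduced wells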
H37Rv inhibition – M. tuberculosis growth inhibition, HTS (AID 449762) | M. tuberculosis H37Rv growth inhibition, 7H9 media; higher % means a stronger effect | inhibition, % at 25 µM, or IC50 in µM where a hit was titrated | 330,000 compounds, 0.59% hits; in the data active = a potency from the dose series; inconclusive = inhibition above about 70% without an active follow-up result;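 note: bacterial growth assessed after seven days of incubation; strong numbers were not always called active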
VEEV TC-83 Vero – inhibitors of VEEV TC-83 cytopathic effect, confirmation, Vero cells (AID 588727); 350,000 compounds, 0.13% hits; inhibition, % at 20 µM, or IC50 in µM where a hit was titrated; Vero cells, VEEV TC-83 cytopathic effect inhibition; higher % means a stronger effect; in the data active = a potency from the dose series; inconclusive = inhibition mostly from about 14% at the one dose, without a potency; inactive = the rest, 99 in 100 with inhibition below about 12%; note: strong numbers were not always called active
VEEV TC-83 Vero 10K pilot screen – second read-out of VEEV TC-83 Vero, no call of its own (marks repeat the call); inhibition, %; measured here: 10K pilot screen inhibition
Starred values were filed as active, the others as inactive; i = inactive; ? = inconclusive; · = no result given.

SMILES	tuberculosis growth	H1N1 NS1A inhibition	PhoP GFP inhibition	H37Rv inhibition	VEEV TC-83 Vero	others
CS(=O)(=O)c1ccc2nc(NC(=O)c3cccc(NS(=O)(=O)c4ccc(F)c(F)c4)c3)sc2c1	36%	1%	-5%	61%	12%
CC(=O)Nc1ccccc1Nc1nc(NCCO)nc(N2CCCC2)n1	3%	-3%	-3%	-9%	0.7%	VEEV TC-83 Vero 10K pilot screen=2.3
O=c1[nH]c(=O)n(-c2cccc3ccccc23)c(O)c1/C=N/N1CCCCC1c1cccnc1 (centres undefined)	2%	-3%	0%	-4%	1.1%
CC1Cn2c(nnc2-c2ccc(F)cc2)S1 (centres undefined)	8%	8%	2%	-3%	0.8%
Cc1occc1-c1nnc(SCC(=O)N2CCN(c3ccccc3)CC2)n1C	·	-1%	-13%	-15%	0.8%
CCOC(=O)c1cc(NC(=O)N(CC)C2CCCCC2)c(C)nc1C	-5%	-5%	-8%	2%	0.0%
Cc1cccc(N2CCN(C(=O)NC3CCCCC3)CC2)c1C	37%	-4%	-7%	2%	0.9%
CCc1ccc(/C=C(\C)C(=O)c2c(C)cc(C)[nH]c2=O)cc1	3%	5%	-4%	-1%	i	VEEV TC-83 Vero 10K pilot screen=0.1
O=C(c1ccco1)N1CCN(C(=O)C2CC(=O)N(c3ccc(Cl)cc3)C2)CC1 (centres undefined)	-10%	5%	-1%	-7%	i
O=C(/C=C/c1cccs1)NC(=S)Nc1ccc(S(=O)(=O)Nc2ccccc2C(F)(F)F)cc1	42%	1%	-23%	-7%	9.1%
Cc1ccccc1OCC(=O)NC(=S)Nc1ccc(Br)c(C)n1	-2%	-6%	-18%	?	0.9%
Cc1ccc(NC(=O)Nc2ccc3c(c2)OCO3)c(OC(F)F)c1	19%	20%	-2%	-4%	2.9%
CCN1C(=O)C(Cc2nc3ccccc3c(=O)n2-c2ccccc2)c2ccccc21 (centres undefined)	28%	2%	-8%	-24%	i
Cc1cc(C)cc(C(=O)OCC(=O)NC2CCCC2)c1	8%	-25%	-9%	9%	0.5%
COc1ccc(CN2CCN(C(=O)c3ccc(S(=O)(=O)N4CCCCCC4)cc3)CC2)cc1F	·	-12%	·	·	4.1%
CC/C(=N/Nc1ccccc1)c1cnnc(SC)n1	12%	7%	-10%	9%	1.6%
NS(=O)(=O)c1ccc(-c2cccc(/C=C3\SC(=O)NC3=O)c2)cc1	25%	-4%	-24%	?	0.2%	VEEV TC-83 Vero 10K pilot screen=1.6
Cc1oc2c(CN3CCC(C)CC3)c(O)ccc2c(=O)c1-c1ccccc1	-9%	-5%	-3%	-8%	i
COc1ccc(-n2nnc3c(=O)n(CC(=O)Nc4cc(C)on4)cnc32)cc1OC	-4%	-8%	-3%	-2%	0.3%
COc1cc(OC)cc(C(=O)O/N=C(\N)c2cccc(C)c2)c1	40%	-22%	5%	8%	9.1%
Cc1ccc(C(=O)NCC(=O)NCC(c2ccco2)N2CCCCC2)cc1C (centres undefined)	·	8%	·	·	0.1%
Cc1ccccc1C(=O)c1c[nH]c(C(=O)NCc2ccco2)c1	15%	-3%	-14%	18%	9.0%
O=C(Nc1ccc(Oc2ccc(NC(=O)c3ccco3)c(NC(=O)c3ccco3)c2)cc1)c1ccco1	13%	3%	9%	-3%	12%
O=S(=O)(c1ccc2c(c1)OCCO2)N(Cc1ccc(F)cc1)Cc1nnc(-c2cccs2)o1	8%	4%	-3%	2%	i
Cc1ccc(NC(=O)C2CCN(S(=O)(=O)c3cnc[nH]3)CC2)nc1	-14%	5%	-5%	0%	1.4%

The last 6 compounds of the section before open the next one:
SMILES	tuberculosis growth	H1N1 NS1A inhibition	PhoP GFP inhibition	H37Rv inhibition	VEEV TC-83 Vero	others
COc1cc(OC)cc(C(=O)O/N=C(\N)c2cccc(C)c2)c1	40%	-22%	5%	8%	9.1%
Cc1ccc(C(=O)NCC(=O)NCC(c2ccco2)N2CCCCC2)cc1C (centres undefined)	·	8%	·	·	0.1%
Cc1ccccc1C(=O)c1c[nH]c(C(=O)NCc2ccco2)c1	15%	-3%	-14%	18%	9.0%
O=C(Nc1ccc(Oc2ccc(NC(=O)c3ccco3)c(NC(=O)c3ccco3)c2)cc1)c1ccco1	13%	3%	9%	-3%	12%
O=S(=O)(c1ccc2c(c1)OCCO2)N(Cc1ccc(F)cc1)Cc1nnc(-c2cccs2)o1	8%	4%	-3%	2%	i
Cc1ccc(NC(=O)C2CCN(S(=O)(=O)c3cnc[nH]3)CC2)nc1	-14%	5%	-5%	0%	1.4%
CCC(Cc1ccccc1)NCc1c(C(=O)O)c(C)n(Cc2ccccc2)c1C (centres undefined)	12%	-9%	-3%	-7%	2.3%
Cc1ccc(/C=C2\SC(=S)N(CCC(=O)NNC(=O)c3ccncc3)C2=O)cc1	-7%	·	-5%	-5%	3.9%
CSc1ncccc1C(=O)OCc1ccc([N+](=O)[O-])cc1	·	6%	13%	7%	6.2%
CCCCOc1cccc(C(=O)NC(=S)Nc2cccnc2)c1	?	2%	-5%	8%	i
Cc1cc(=O)n2nc(N3CCC(C(=O)NCCc4ccccc4)CC3)sc2n1	9%	12%	-19%	-5%	1.3%
CCN(Cc1ccccc1)C(=O)Cn1cnc2c1c(=O)n(C)c(=O)n2C	-7%	-4%	2%	-14%	i
COc1ccc2c(COC(=O)CNS(=O)(=O)c3ccccc3)cc(=O)oc2c1	15%	-16%	·	-6%	0.2%
CCOC(=O)C1(Cc2cccc(Cl)c2)CCCN(C2CCN(C(C)=O)CC2)C1 (centres undefined)	11%	0%	-9%	0%	1.6%
O=C(NC1CCCCCCC1)c1cccnc1	76%	-7%	-9%	2%	1.5%
COc1ccc(C(=O)NCc2nnc(SCC(=O)N3CCCC3)o2)cc1	-9%	-8%	4%	-5%	1.4%
CCCCOC(=O)c1ccccc1C(=O)OCc1ccccc1	20%	-99%	·	2%	1.8%
CC(C)c1ccc(NC(=O)CSc2nnc(CN3CCOCC3)n2C)cc1	4%	5%	-2%	-6%	2.0%
Cn1c(NCCN2CCOCC2)nc2c1c(=O)n(Cc1cccc(Cl)c1)c(=O)n2C	10%	-9%	2%	8%	5.3%
COc1ccc(Cc2nnc3sc(SCC(=O)Nc4ccccc4)nn3c2=O)cc1OC	-12%	2%	8%	-6%	10%
COc1ccc(S(=O)(=O)N2CCCCC2)cc1NC(=O)CCc1cc(OC)c(OC)c(OC)c1	·	-4%	·	·	2.8%
O=C(CSc1ccc(-c2ccc(F)cc2)nn1)N1CCN(c2ccccc2)CC1	-4%	3%	0%	-1%	1.0%
COC(=O)c1ccc(OCC(=O)c2ccc(O)cc2O)cc1	31%	3%	6%	3%	i
CCN(CC)C(=O)c1sc(NC(=O)c2ccncc2)c(C(=O)OC)c1C	10%	3%	-1%	-2%	i
Cc1ccc(C)c(NC2=NCCCS2)c1	5%	2%	-7%	-4%	i
CCOc1cc(N2CCOCC2)c(OCC)cc1NC(=O)c1ccc(OC)cc1	28%	15%	12%	8%	i
CC(=O)NCCc1nc2ccccc2n1CCOc1cccc(C)c1	6%	17%	-4%	-2%	4.7%
CN1C(=O)C(=O)N(CC(=O)Nc2ccccc2OC(F)F)C1=O	-12%	-9%	·	-7%	i
O=C1C2CC=CCC2C(=O)N1c1n[nH]c(CCc2ccccc2)n1 (centres undefined)	-11%	-8%	-1%	-2%	1.9%
O=S(=O)(c1ccccc1)n1ccc(-c2cnc(-c3ccccc3)s2)n1	7%	-9%	0%	-4%	5.3%
COc1cccc(NC(=O)CCP(C)(=O)O)c1	-6%	-5%	3%	-10%	1.0%
New compounds follow.
SMILES	tuberculosis growth	H1N1 NS1A inhibition	PhoP GFP inhibition	H37Rv inhibition	VEEV TC-83 Vero	others
O=C(NC1CCCCC1)C(=O)c1c(-c2ccccc2)[nH]c2ccccc12	4%	1%	0%	-10%	i	VEEV TC-83 Vero 10K pilot screen=0.7
CCS(=O)(=O)c1nc(S(=O)(=O)c2ccc(C)cc2)c(N2CC(C)OC(C)C2)s1 (centres undefined)	-5%	5%	6%	0%	2.4%
CN(C1CCCCC1)S(=O)(=O)c1ccc2c(c1)CCC(=O)N2	·	-11%	·	·	2.2%
CCN(CC)CCCNC(=O)c1cn(CC)c2ccc(S(=O)(=O)N(C)C3CCCCC3)cc2c1=O	18%	0%	6%	11%	1.8%
Cc1ccc(C2=Nc3c(ccc4ccccc34)C(c3ccncc3)=NN2)cc1	·	22%	·	·	7.2%
Cc1ccc(NS(=O)(=O)c2ccc(NC(=O)C(C)Sc3ccc(Cl)cc3)cc2)c(C)c1 (centres undefined)	19%	-11%	-11%	5%	i
O=C(Nc1ccc(N2CCCC2)cc1)c1cc(Cl)ccc1Cl	28%	2%	-8%	8%	0.0%
CCOCCn1c(C(C)O)nc2ccccc21 (centres undefined)	2%	-14%	-22%	-5%	0.4%
CCCOc1ccc(Cc2c(Cl)nc(SC)nc2NC)cc1	27%	2%	4%	12%	i
Cc1ccc(C(C(=O)NCC2CCCO2)N(C(=O)c2snc(C(N)=O)c2N)c2ccc(C(C)C)cc2)o1 (centres undefined)	19%	4%	8%	8%	8.4%
Cn1ncc(Br)c1NC(=O)c1ccco1	-48%	-3%	10%	5%	2.0%
CCN1C[C@@H]2[C@@H]3C(=O)N(C)C(=O)[C@@H]3[C@](Cc3ccccc3)(C1=O)N2C(=O)c1ccc(C)cc1	·	1%	·	·	0.0%
CC(=O)c1ccc(OC(C)c2nc3ccccc3s2)cc1 (centres undefined)	51%	1%	7%	15%	0.1%
Cc1cc(C)n(C(=O)CCC2COc3ccccc3O2)n1 (centres undefined)	12%	-2%	-3%	-4%	i
CCC(=O)NC(=S)Nc1ccc(-c2nc3ccc(C)cc3s2)cc1	-7%	-4%	1%	-1%	0.8%
Brc1ccc(-c2noc(-c3ccccn3)n2)o1	-10%	-21%	2%	2%	1.3%
Cc1ccc2ccc3cccnc3c2n1	?	14µM*	2%	?	i
NNC(=S)Nc1ccc(C(F)(F)F)cc1Cl	11%	-14%	2%	36%	0.4%
O=C(NC1CCCCC1)C1CCN(S(=O)(=O)N2CCCCCC2)CC1	2%	-8%	-3%	-5%	1.8%
O=C(COc1ccccc1C(=O)NCC1CCCO1)Nc1ccc(Cl)cc1Cl (centres undefined)	-20%	-2%	11%	-5%	4.9%
Cc1cccc(/C=N/c2sc3c(c2C(=O)OC(C)(C)C)CCN(C)C3)c1O	18%	18%	-10%	7%	0.9%
N#C/C(=C\c1cccnc1)C(=O)Nc1ccc(O)cc1F	8%	-6%	-7%	1%	1.9%
O=C(O)c1ccc(Cn2cnc3sc4c(c3c2=O)CCCC4)cc1	-7%	-3%	-4%	-2%	0.3%
COCC(=O)N=Nc1c(O)[nH]c2ccccc12	8%	-3%	-5%	-1%	1.1%
COc1ccc(NC(=O)C2C(=O)N(C)C3(C)CC2c2ccccc2O3)cc1 (centres undefined)	2%	1%	-4%	9%	4.4%
Further results follow:
SMILES	tuberculosis growth	H1N1 NS1A inhibition	PhoP GFP inhibition	H37Rv inhibition	VEEV TC-83 Vero	others
CCCS(=O)(=O)Nc1ccc2cn[nH]c2c1	-2%	-2%	5%	-9%	2.6%
c1ccc2c3c([nH]c2c1)CCNC3	31%	-14%	12%	5%	i
O=C(C1CCCCC1)N1CCN(c2ccccc2F)CC1	5%	-1%	-2%	4%	2.7%
CCOc1nc(N2CCCCC2)nc(-n2cc(-c3ccccc3)nn2)n1	3%	-15%	-19%	0%	i
CCN(CCCNC(=O)CCc1nc(-c2ccc(C)cc2)no1)c1cccc(C)c1	39%	6%	-2%	-8%	2.4%
S=C(NCCc1ccccc1)Nc1c(Cl)cccc1Cl	?	6%	10%	3%	i
S=C(NCc1ccccc1)NC1CCCc2ccccc21 (centres undefined)	-1%	·	2%	-3%	4.4%
O=C(Nc1ccc(OC(F)(F)F)cc1)c1cnc2n(c1=O)CCS2	·	0%	13%	-7%	1.3%
OC[C@H]1OC(O)[C@H](O)[C@@H](O)[C@H]1O (some centres undefined)	-2%	-2%	-14%	29%	i
O=C(CNC(=O)c1ccco1)NCC(=O)OCc1ccc(Cl)cc1	26%	24%	3%	-12%	0.8%
CCOC(=O)Nc1cc(C)ccc1OC	1%	5%	15%	-7%	8.0%
Cc1ccc(-n2ncc3c2CCCC3NC(=O)c2ocnc2C)cc1C (centres undefined)	1%	8%	-11%	-7%	1.8%
NC(=O)c1cccc(N=Cc2cc(Cl)cc(Cl)c2O)c1	·	-3%	·	·	0.7%
Cc1nnc(SCCCCSc2nnc(C)c(=O)[nH]2)[nH]c1=O	-7%	0%	4%	4%	0.3%	VEEV TC-83 Vero 10K pilot screen=0.1
